Screening data from PubChem.
MBD2 DNA inh: inhibitors of MBD2 binding to methylated DNA, primary screen, biochemical, TR-FRET, DNA-binding domain, human | MBD2 binding to methylated oligonucleotide | inhibition, % at 4.4 µM | 370,000 tested, 0.31% active | AID 686964, 2013; in the data active means inhibition above about 13%
DAX1 inh-1: DAX1 (NR0B1) inhibitors on StAR promoter, primary screen, cell-based, luminescence, SF-1 (NR5A1), full-length DAX-1; HEK293T StAR-luciferase reporter, SF-1/DAX-1 repression relief; inhibition, % at 6.8 µM; 370,000 tested, 1.1% active; AID 652010, 2013;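 active means inhibition above the mean over all tested compounds plus 3 SD, cut at about 3.6% in these data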;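 further: 0% = DAX-1 cells with DMSO and 100% = cells lacking DAX-1 with DMSO; higher inhibition means more luminescence from relief of DAX-1 repression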
hgDAF-12 ag: H. glycines DAF-12 receptor agonists, primary screen, cell-based, luminescence, HEK293, GAL4 fusion, UAS-luciferase; HEK293 GAL4-hgDAF12 UAS-luciferase reporter, agonist luminescence; normalized to butyrate control; activation, % at 6.8 µM; 370,000 tested, 1.8% active; AID 687014, 2013;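 active means activation above a cutoff set at the mean of all screened compounds plus 3 SD, cut at about 10% in these data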;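 further: 0% = DMSO wells and 100% = sodium butyrate wells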
ssDAF-12 act: S. stercoralis DAF-12 nuclear receptor activators, primary screen, cell-based, luminescence, HEK293, GRIP1 co-expression, lit1-tk-luc; Nuclear hormone receptor DAF-12 (Strongyloides stercoralis); HEK293 ssDAF-12/GRIP1 lit1-tk-luc reporter; % of 3 µM dafachronic acid response; activation, % at 6.8 µM; 370,000 tested, 1% active;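 active means activation above the mean over all tested compounds plus 3 SD, cut at about 0.9% in these data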;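 further: 0% = DMSO-only wells and 100% = 3 µM delta7-dafachronic acid wells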
DAX1 inh-2: DAX1 (NR0B1) inhibitors, primary screen, cell-based, HEK293, Gal4-DAX1, luciferase luminescence; HEK293 Gal4-DAX1 luciferase reporter; inhibition, % at 6.75 µM; 340,000 tested, 0.99% active; AID 504766, 2011;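 active means inhibition above the mean over all tested compounds plus 3 SD, cut at about 4.2% in these data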;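 further: 0% = DAX1-transfected cells with DMSO and 100% = empty-vector control cells with DMSO; inhibition shows as a rise in luminescence from relieved DAX1 repression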
Target sequence (P51843 207-470 limits assumed): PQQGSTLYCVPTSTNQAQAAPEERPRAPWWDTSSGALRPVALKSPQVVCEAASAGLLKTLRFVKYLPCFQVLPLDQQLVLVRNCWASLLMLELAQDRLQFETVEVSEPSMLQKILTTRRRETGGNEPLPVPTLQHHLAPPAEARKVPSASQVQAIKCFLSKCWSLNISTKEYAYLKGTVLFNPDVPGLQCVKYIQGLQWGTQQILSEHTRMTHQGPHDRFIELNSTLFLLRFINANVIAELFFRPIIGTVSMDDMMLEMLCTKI
PLC-beta3 inh: human PLC-beta3 inhibitors, primary screen, biochemical, fluorescence. AID 720704, 2013. 1-phosphatidylinositol 4,5-bisphosphate phosphodiesterase beta-3 (Homo sapiens), Q01970. Purified PLC-beta3, fluorogenic substrate. 370,000 tested, 0.18% active. inhibition, % at 12.2 µM; in the data active means inhibition above about 11%;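 further: 0% = median of compound wells on plate and 100% = full blocker control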
ADAM17 inh: ADAM17 inhibitors, primary screen, biochemical, QFRET; recombinant ADAM17, EDANS/DABCYL FRET peptide cleavage; inhibition, % at 6.95 µM; 370,000 tested, 0.83% active;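 active means inhibition above the mean of compounds lying between control limits plus 3 SD, set per campaign, cut at about 8.5% in these data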;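 further: 0% = DMSO-only wells as the low control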
Target sequence (P78536 215-824 limits assumed): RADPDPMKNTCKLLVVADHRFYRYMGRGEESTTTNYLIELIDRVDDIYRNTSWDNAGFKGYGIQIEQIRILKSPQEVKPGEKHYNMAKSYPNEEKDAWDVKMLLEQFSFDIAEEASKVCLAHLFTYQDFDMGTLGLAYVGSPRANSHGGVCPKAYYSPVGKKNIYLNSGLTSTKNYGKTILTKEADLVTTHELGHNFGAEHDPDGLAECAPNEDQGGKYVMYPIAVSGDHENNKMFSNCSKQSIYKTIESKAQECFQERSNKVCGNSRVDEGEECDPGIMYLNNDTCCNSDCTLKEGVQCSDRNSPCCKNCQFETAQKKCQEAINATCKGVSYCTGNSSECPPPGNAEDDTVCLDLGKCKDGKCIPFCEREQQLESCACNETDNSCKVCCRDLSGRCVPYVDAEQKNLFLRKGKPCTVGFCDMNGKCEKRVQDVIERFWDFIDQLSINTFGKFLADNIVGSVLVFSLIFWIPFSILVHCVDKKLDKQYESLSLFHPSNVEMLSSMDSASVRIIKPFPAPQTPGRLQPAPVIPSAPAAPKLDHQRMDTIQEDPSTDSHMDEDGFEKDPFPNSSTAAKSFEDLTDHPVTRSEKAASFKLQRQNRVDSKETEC
PLCg1 inh: PLC-gamma1 enzyme inhibitors, primary screen, biochemical, fluorescence, purified enzyme. inhibition, % at 12.2 µM. fluorogenic substrate. 370,000 tested, 0.84% active. 1-phosphatidylinositol 4,5-bisphosphate phosphodiesterase gamma-1 (Homo sapiens), P19174. AID 720700, 2013; in the data active means inhibition above about 9.5%
NR1D1 modulator: modulators of Rev-erb alpha DNA binding, primary screen, biochemical, FITC-DNA, fluorescence polarization, uHTS. Rev-erbα–FITC-DNA binding, 90 min. activity, % at 10 µM. 370,000 tested, 0.79% active. AID 1259318, 2017;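 active means activity above about 14%, limit read from the data; passing the limit was not always enough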;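 further: 0% = DMSO wells with 35 nM protein and 100% = DMSO wells with 750 nM protein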
SMARCA2 act: SMARCA2 (BRM) function activators, primary screen, cell-based, luminescence, high throughput | activation, % at 9.1 µM | MG213 cells, MMTV-luciferase reporter, dexamethasone, overnight | 370,000 tested, 1% active; in the data active means activation above about 7.8%;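 further: 0% = vehicle wells and 100% = reference activator wells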
hcDAF12 agonist: H. contortus DAF-12 nuclear receptor activators, primary screen, cell-based, luminescence, HEK293, lit1-tk-luc reporter | AID 652067, 2013 | 370,000 tested, 1.4% active | HEK293 hcDAF-12 lit1-tk-luc reporter; 0% DMSO, 100% Δ7-dafachronic acid | activation, % at 6.8 µM;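 active means activation above the mean of all tested compounds plus 3 SD, cut at about 5.5% in these data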;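 further: 100% = response to 3 µM Δ7-dafachronic acid high control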
The depositor's hits bear a star; . = no result given.

SMILES	MBD2 DNA inh	DAX1 inh-1	hgDAF-12 ag	ssDAF-12 act	DAX1 inh-2	PLC-beta3 inh	ADAM17 inh	PLCg1 inh	NR1D1 modulator	SMARCA2 act	hcDAF12 agonist
O=S(=O)(O)c1cccc(N=Nc2c(O)ccc3ccccc23)c1	-14	0.3	-1.4	-1.3	1.2	-10	1	1	30*	2	2.3
Cc1ccc(Cl)cc1N1CCN(C(=O)c2ccc3c(c2)CCN3S(C)(=O)=O)CC1	-6	-0.9	-3.7	-0.9	0.6	-6	7	3	-5	-3	-1.0
CCCOc1ccc(-c2cn3ccccc3n2)cc1[N+](=O)[O-]	1	2.3	12*	-0.7	-0.3	2	-1	1	-3	6	-0.5
CC(=NC1CC1)C1=C(O)c2ccccc2C1=O	-4	0.6	7.5	0.2	2.5	2	0	1	3	0	1.2
Cc1ccccc1Nc1nc(N)nc(CSc2nnc3sc4ccccc4n23)n1	2	-0.1	-0.2	-1.3	-0.3	1	0	1	5	1	2.2
Cc1ccc(C)c(-n2nnnc2SCC(=O)c2c(N)n(C)c(=O)n(C)c2=O)c1	5	-0.1	-2.3	-1.6	.	-7	-5	0	-8	-1	1.6
O=S(=O)(c1ccc(Cl)cc1Cl)n1ccc2cccnc21	1	-0.2	-3.4	-1.5	-0.2	2	-2	1	2	-3	-2.4
O=C(Nc1nnc(-c2ccccc2)s1)c1ccc(F)cc1	-1	-0.2	2.8	-1.1	0.0	-1	-1	-1	9	3	6.7*
COc1ccc2oc(C(=O)OCC(=O)N3CC(C)OC(C)C3)c(C)c2c1 (stereo not drawn)	-1	1.7	-1.0	-0.8	-0.5	-141	-81	-85	-9	2	-0.8
CCCCN(C)CCNC(=S)Nc1ccc2nc(N3CCN(CC)CC3)cc(C)c2c1	5	0.6	2.1	-0.8	0.2	-50	-34	-32	-3	2	-0.4
Cc1cc(F)ccc1S(=O)(=O)NCC(c1cccnc1)N1CCc2ccccc21 (stereo not drawn)	1	-0.1	0.2	-0.5	-0.4	-7	5	1	6	-3	-0.8
COc1ccc(-c2cc(-c3cc(F)ccc3O)[nH]n2)cc1OC	-7	2.5	9.6	-0.3	2.3	-1	1	0	-2	1	1.8
COc1ccc(NC(=O)c2cc(F)cc(F)c2)cc1S(=O)(=O)N1CCCCC1	1	-1.4	-1.8	-0.2	-0.3	3	4	-5	-2	-3	-2.7
CC(=O)OC(Cn1nc(C)cc1C)c1ccccc1 (stereo not drawn)	-5	-0.8	6.2	-1.2	0.1	4	3	6	3	6	-1.8
Cc1nnc(SCc2ccon2)n1-c1ccccc1	0	-0.2	-0.1	-1.4	-1.2	-1	-4	-1	2	-1	0.8
Cc1ccc(CSc2nnc3ccc(-c4ccncc4)nn23)cc1	2	-0.3	-2.3	-1.6	2.2	-81	-7	-50	-4	-6	-1.6
CCOC(=O)c1c(-c2ccc(C)o2)csc1N	-5	-0.2	-0.9	-0.8	-0.2	-28	-2	-26	1	2	-0.4
O=C(NC1CCCC1)C(=O)c1c[nH]c2ccccc12	8	2.5	4.2	-0.7	0.6	-9	8	8	8	10*	2.8
CCN1C(=O)/C(=C\C=C\c2ccccc2[N+](=O)[O-])SC1=S	-1	-0.1	-0.9	-0.5	0.9	5	-1	-2	9	2	1.0
COCCNc1oc(/C=C/c2ccccc2OC)nc1S(=O)(=O)c1ccccc1	0	-2.2	-2.3	-1.6	-0.5	-475	-300	-326	2	-2	-2.7
COc1ccc2nc(N)sc2c1	3	0.3	4.6	-1.0	0.9	-3	-3	3	-2	-3	3.3
O=C(NC(=S)NCCN1CCOCC1)c1ccc(Cl)cc1Cl	0	0.2	1.8	-1.1	0.2	4	0	2	-2	-2	-3.1
CCS(=O)(=O)N1CCC2(CC1)OCCN2S(=O)(=O)c1ccccc1	8	-0.2	0.5	-1.5	1.7	-3	0	3	-3	4	1.5
COc1ccc(CNC(=O)c2sc(=O)n(Cc3cc(C(C)=O)ccc3OC)c2C)cc1	6	-0.8	-1.1	-1.9	.	2	-1	-1	1	-2	-1.9
CCCCNC(=S)N(CCO)Cc1cc2cc3c(cc2[nH]c1=O)OCCO3	-6	0.1	0.8	-0.7	1.7	-114	-84	-92	2	0	7.2*
O=C(CN1C(=O)NC2(CCCCC2)C1=O)Nc1ccc(N2CCOCC2)cc1	-7	0.1	-0.9	-1.4	0.2	-1	1	-6	4	-2	2.3
CC(C)c1ccc(C(=O)NCCCc2ccccc2)cc1	2	1.3	9.5	-0.2	3.4	-1	-1	-1	1	8	2.3
O=C(c1ccc(S(=O)(=O)Nc2cccc(C(F)(F)F)c2)cc1)N1CCN(c2ccccc2O)CC1	2	0.1	-0.5	-1.3	-0.1	-8	5	5	8	0	-2.9
CC1CCC2(CC1)NC(=O)N(CC(=O)Nc1ccccc1-c1ccccc1)C2=O (stereo not drawn)	-5	-0.3	0.1	-0.8	-0.6	1	-4	1	0	-3	-1.7
CCN(CC)CCCn1c2c(c(SCC(=O)Nc3cc(C)cc(C)c3)nc1=O)CCC2	-3	4.4*	-1.4	-1.2	-0.1	0	6	13*	1	-4	0.3
CC(C)CC(NC(=O)OC(C)(C)C)c1cn([C@@H](Cc2ccc(O)cc2)C(=O)N2CCN(C(=O)OC(C)(C)C)CC2)nn1 (stereo partly drawn)	-1	-0.5	-2.4	-1.2	0.4	6	4	2	-4	-1	-0.5
CCC(=O)Nc1c2c(nn1-c1ccc([N+](=O)[O-])cc1)CS(=O)(=O)C2	1	0.0	0.7	-1.0	0.8	-6	-2	3	-1	-1	1.4
COc1ccc(-c2cc(C(F)(F)F)n3nc(C(=O)Nc4c(C)n(C)n(-c5ccccc5)c4=O)cc3n2)cc1	-3	-0.4	0.6	-0.6	0.0	-22	-3	-20	1	-4	-0.8
COc1ccc(-c2cn(Cc3ccc(C(=O)NCc4ccc(C)cc4)cc3)c(C(C)N)n2)cc1 (stereo not drawn)	3	0.4	5.2	-0.9	0.0	-136	-15	-95	5	2	-0.4
CN1N=C(c2ccc(F)c(F)c2)CSC1=NCc1ccccc1	-6	0.4	3.6	-1.4	0.3	-3	-3	0	1	3	-2.1
Cc1cc(=O)oc2cc(OCC(=O)N3CCC(O)CC3)c(Cl)cc12	2	-0.3	0.8	-1.2	0.4	-3	-27	-7	-3	0	-2.1
NC[C@@H]1O[C@H](C23CC4CC(CC(C4)C2)C3)Cc2c1ccc(O)c2O	-2	-1.4	-2.4	-1.7	0.0	-1	3	2	-1	-1	-2.5
O=C(Nc1ccccc1N1CCOCC1)C1=NN(c2c(F)c(F)cc(F)c2F)C(=O)CC1	1	-0.3	0.1	-1.3	2.5	-10	-3	2	8	-2	-0.9
Cn1cc(S(=O)(=O)N2CCCC2)cc1C(=O)NCc1ccccc1Cl	1	-1.1	-0.2	-1.4	0.6	1	-2	-2	-4	-2	0.7
O=S(=O)(Nc1ccc(O)c(CN2CCCCC2)c1)c1ccccc1	-5	1.0	0.3	-0.2	0.1	1	3	2	4	-1	0.3

A different layout for some results above:
Below each SMILES – MBD2 DNA inh	DAX1 inh-1	hgDAF-12 ag	ssDAF-12 act	DAX1 inh-2	PLC-beta3 inh	ADAM17 inh	PLCg1 inh	NR1D1 modulator	SMARCA2 act	hcDAF12 agonist
NC[C@@H]1O[C@H](C23CC4CC(CC(C4)C2)C3)Cc2c1ccc(O)c2O
    -2	-1.4	-2.4	-1.7	0.0	-1	3	2	-1	-1	-2.5
CC1CCC2(CC1)NC(=O)N(CC(=O)Nc1ccccc1-c1ccccc1)C2=O (stereo not drawn)
    -5	-0.3	0.1	-0.8	-0.6	1	-4	1	0	-3	-1.7
O=C(CN1C(=O)NC2(CCCCC2)C1=O)Nc1ccc(N2CCOCC2)cc1
    -7	0.1	-0.9	-1.4	0.2	-1	1	-6	4	-2	2.3
COc1ccc(CNC(=O)c2sc(=O)n(Cc3cc(C(C)=O)ccc3OC)c2C)cc1
    6	-0.8	-1.1	-1.9	.	2	-1	-1	1	-2	-1.9

Next section:
SMILES	MBD2 DNA inh	DAX1 inh-1	hgDAF-12 ag	ssDAF-12 act	DAX1 inh-2	PLC-beta3 inh	ADAM17 inh	PLCg1 inh	NR1D1 modulator	SMARCA2 act	hcDAF12 agonist
O=C(CCl)N1c2ccccc2CCc2ccccc21	2	-1.3	-2.4	-1.4	1.6	-6	1	0	-3	-5	-1.7
CCc1ccc(NC(=O)CSc2nc3n[nH]c(C)c3c(=N)n2-c2cccc(OC)c2)cc1	-2	-2.2	-0.3	-1.6	-0.9	-12	-13	-1	4	-2	-2.9
COc1ccc(-c2nn(-c3ccccc3C)cc2CNCc2cccnc2)cc1F	-1	-0.5	-5.1	-1.7	-0.4	-5	-4	0	-9	-3	-2.1
O=C1C=CC(=O)N1c1ccc(N2CCCCC2)cc1	-7	-0.7	0.2	-1.0	-0.7	3	3	1	-4	3	0.9
CCNC(=S)Nc1ccc(Oc2ccccc2)cc1	0	-0.1	2.3	-0.6	-0.3	3	1	5	8	-3	0.6
Cc1ccc2nc(-c3cccnc3)cc(C(=O)Nc3ccccc3[N+](=O)[O-])c2c1	7	-1.2	0.3	-0.9	-0.8	-5	-11	-2	-16	0	-1.1
COc1ccccc1N(C)S(=O)(=O)c1ccc(C)c(C(=O)N2CCCCCC2)c1	3	-1.2	-0.4	-1.4	0.8	0	-3	4	4	-3	-0.4
CCCN1CCC(NC(=O)c2cccc(Oc3ccccc3)c2)CC1	2	1.4	-1.1	-0.9	0.4	-8	-6	-2	0	0	0.4
O=C(COC(=O)CCN=C1NS(=O)(=O)c2ccccc21)NNC(=O)c1ccccc1	-7	0.3	1.2	-1.0	-0.8	-7	0	-1	-6	-1	0.1
Nc1nnnn1/N=C/c1cc(Br)ccc1O	6	-0.2	-2.3	-0.9	.	-7	-14	-4	1	-2	1.3
CCN1C(=O)[C@H]2[C@@H](c3ccc(OC)cc3)N3C(=O)CN(Cc4ccccc4)C(=O)[C@@]3(C)[C@H]2C1=O	3	0.2	-1.2	-1.1	1.7	-1	-2	2	-6	2	-0.4
Cc1cc(C(=O)N2CCCC(N3CCN(c4ccc(F)cc4)CC3)C2)no1 (stereo not drawn)	-1	-0.1	2.4	-0.8	0.9	-9	-3	3	-1	-1	-1.6
CCN1CCN(CCNC(=O)c2cn(Cc3ccccc3F)nn2)CC1	4	0.7	-2.2	-0.3	-0.1	0	-5	-2	3	-4	0.7
CC(C)CN1C(=O)NC2(CCCc3ccccc32)C1=O (stereo not drawn)	1	-1.3	-0.3	-1.1	3.1	-5	0	-2	-6	1	-0.4
Cc1ccc(NC(=O)CCNS(=O)(=O)c2ccc3c(c2)CCC(=O)N3)cc1	-7	-0.5	-1.1	0.4	0.4	-5	2	2	0	1	-1.4
